# Assay outcomes from PubChem.
# Autophagy HCS: alters autophagy in cells; MEF GFP-LC3 puncta imaging; test concentration mostly 10 µM; calls only at 10 µM (by protocol); 190,000 tested, 0.98% active; AID 463193;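 active means percentage of spot-positive cells more than 3 SD above its plate mean, without a fluorescence outlier flag or 80% toxicity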;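 further: spot-positive cell cutoff set from DMSO-treated cells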
# NTR1 ag: NTR1-driven beta-arrestin-GFP spot formation – imaging, U2OS cells, high content, primary screen (AID 493036); P30989; agonist mode; activation, % at 20 µM; 330,000 tested, 0.17% active;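 active means activation at or above 40% of the spot to cytoplasm intensity ratio, with at least 20 cells analyzed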;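 further: 0% = DMSO without peptide and 100% = 100 nM NTR1 peptide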
# Target sequence (P30989 whole entry, looked up): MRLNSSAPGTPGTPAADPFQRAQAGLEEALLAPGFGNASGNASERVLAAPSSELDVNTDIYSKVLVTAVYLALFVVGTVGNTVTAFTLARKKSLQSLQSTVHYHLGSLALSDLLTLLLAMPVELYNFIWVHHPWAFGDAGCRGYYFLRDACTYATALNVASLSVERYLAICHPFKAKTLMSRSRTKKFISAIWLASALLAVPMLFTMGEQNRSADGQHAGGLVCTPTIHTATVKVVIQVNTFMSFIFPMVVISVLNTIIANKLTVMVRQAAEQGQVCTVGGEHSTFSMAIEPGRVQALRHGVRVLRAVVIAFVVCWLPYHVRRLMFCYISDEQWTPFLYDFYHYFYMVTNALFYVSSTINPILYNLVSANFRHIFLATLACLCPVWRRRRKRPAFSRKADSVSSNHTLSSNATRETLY
# LYP inhibition: PTPN22 lymphoid phosphatase activity blockers – biochemical, fluorescence intensity, uHTS (AID 1779); inhibition, % at 11.5 µM; hits with a dose series show IC50 in µM; 290,000 tested, 0.054% active; recombinant LYP phosphatase, fluorescence intensity; higher % means a stronger effect; in the data active means inhibition above about 50%;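 further: plate controls were vehicle with enzyme for no effect and no enzyme for full effect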
# GPR35 arrestin U2OS: GPR35 antagonists blocking zaprinast-driven arrestin recruitment, primary screen, imaging, U2OS, beta-arrestin-GFP, zaprinast agonist (AID 2058). U2OS GPR35 beta-arrestin-GFP translocation imaging, zaprinast antagonism; higher % means a stronger effect. inhibition, % at 10 µM; hits with a dose series show IC50 in µM. 290,000 tested, 0.052% active;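 active means inhibition of at least 50% with at least 30 cells and total cytoplasm GFP at most 10,000,000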
# AID2073: inhibitors of Mint1-CaV2.2 protein interaction, biochemical, HTRF (AID 2073); inhibition, % at 20 µM; hits with a dose series show IC50 in µM; 290,000 tested, 0.19% active; HTRF protein-protein interaction, Mint1-CaV2.2; higher % means a stronger effect; in the data active means inhibition mostly above about 51%, no sharp cut-off; further: some results filed as inactive read as strong as hits
# Dengue-2 NS5 capping: Dengue-2 NS5 methyltransferase inhibitors, primary screen, biochemical, confirmation dose response (AID 588689); 340,000 tested, 0.3% active; Dengue-2 NS5 methyltransferase capping enzyme assay, biochemical; higher % means a stronger effect; inhibition, % at 25 µM, or IC50 in µM where a hit was titrated; in the data active means a potency from the dose series
# UTI89 phage lysis: protection from phage-mediated lysis, alamar blue read-out – E. coli UTI89, K1F phage, bacterial capsule biogenesis inhibitors (AID 488966); E. coli UTI89 K1F phage lysis, alamar blue, 2 h; higher % means a stronger effect; 340,000 tested, 0.02% active; one-dose inhibition, % at 100 µM; IC50 in µM for titrated hits;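 active means phage lysis inhibition, versus mean bacterial control, above a set limit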;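 further: capsule biogenesis inhibitors block K1F phage lysis so surviving cells raise fluorescence; higher fluorescence means more inhibition of phage lysis; actives were called in the ten point dose series up to 300 µM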
# WT yeast gro inh: growth inhibition of WT yeast, mitochondrial fusion screen | inhibition, % at 10 µM | 190,000 tested, 2.1% active | mitochondrial fusion phenotypic screen, WT strain; in the data active means inhibition above about 58%; tested in S. cerevisiae
# RSV antiviral HEp-2: inhibition of RSV-induced cytopathic effect – HEp-2 cells, primary 10 µM value included (AID 2391). HEp-2 cells, RSV-induced CPE inhibition; higher % means a stronger effect. CPE inhibition, % at 10 µM; hits with a dose series show IC50 in µM. 310,000 tested, 0.13% active; in the data active means a potency from the dose series; further: strong numbers were not always called active
# WT yeast gro inh mutant strain: recorded beside WT yeast gro inh, whose call it bears; inhibition, %; mitochondrial fusion phenotypic screen, mutant strain inhibition
# Autophagy HCS cell loss 18 h: also measured in Autophagy HCS; calls as there; toxicity, %; measured here: cell loss, nuclei count;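 cell loss after 18 h compound exposure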
# NTR1 ag cell count 20 µM: recorded beside NTR1 ag, whose call it bears; cell count; measured here: cell count, cytotoxicity flag
# * = called active by the depositor; i = inactive; x = not tested or not shown; [ ] = remark or other dose.
Compound	Autophagy HCS	Autophagy HCS cell loss 18 h	NTR1 ag	NTR1 ag cell count 20 µM	LYP inhibition	GPR35 arrestin U2OS	AID2073	Dengue-2 NS5 capping	UTI89 phage lysis	WT yeast gro inh	WT yeast gro inh mutant strain	RSV antiviral HEp-2
N#CCCN(CCC#N)S(=O)(=O)c1ccc(C(=O)Nc2nnc(C3=COCCO3)o2)cc1	i	-4	-2.3	28	5%	-6%	0%	1%	0.2%	-4	12	0.6%
N#C/C(=C(/O)c1ccccc1F)c1nc2cc(C(F)(F)F)ccc2s1	i	-38	0.2	33	-7%	-4%	0%	7%	0.8%	16	0	0.9%
CN(C)S(=O)(=O)c1ccc(Cl)c(C(=O)NC2=NCCS2)c1	x	x	0.1	77	2%	-6%	8%	-3%	0.1%	x	x	0.8%
O=C(CN1CCOCC1)Nc1nc2ccc([N+](=O)[O-])cc2s1	i	-15	-1.4	96	-1%	0%	39%	-6%	0.0%	-12	-12	1.9%
O=C(O)c1cccnc1SCC(=O)N1CCCc2ccccc21	x	x	0.5	70	-3%	-14%	4%	-11%	1.5%[50 µM]	x	x	1.6%
CC(C)(C)c1ccccc1NC(=O)c1ccc2c(c1)SC1=NS(=O)(=O)CCN12	x	x	2.9	72	-10%	4%	-14%	-9%	-0.1%	x	x	-1.4%
CCOC(=O)C1=C(C)NC(=O)NC1c1ccc(N(C)C)cc1 (stereo not given)	i	3	0.0	95	-2%	0%	10%	1%	-0.1%	7	2	x
COc1ccc(C(=O)CCc2ccc(OC)c(OC)c2)cc1	x	x	0.3	67	x	x	x	-12%	0.1%	x	x	19%
FC(F)(F)c1ccnc(Oc2ccc(C3=NCCS3)cc2)c1	x	x	-0.7	40	-1%	2%	6%	-9%	0.0%	x	x	x
COC(=O)Cn1ncn2cccc2c1=O	i	-13	-1.0	36	-1%	0%	-9%	5%	0.0%	-8	1	1.4%
Cc1ccc(S(=O)(=O)Oc2ccc(C(c3c(C)[nH][nH]c3=O)c3c(C)[nH][nH]c3=O)cc2)cc1	i	-3	1.0	46	-6%	3%	7%	-6%	6.5%	20	23	0.1%
CCc1cc2c(=O)n(-c3ccccc3)c(SCC(N)=O)nc2s1	x	x	-0.4	59	-4%	9%	7%	-5%	0.2%	x	x	0.9%
CC(C)N(Cc1c(O)ccc2c(=O)c(-c3ccc(Cl)cc3)coc12)C(C)C	x	x	-0.6	61	-2%	-11%	39%	0%	-0.2%	x	x	0.3%
CCn1c(C(=O)NCCCN2CCc3ccccc3C2)cc2sccc21	i	-10	0.1	71	-9%	-12%	-8%	-4%	7.4%	13	-2	0.4%
C=CCNC(=O)C1CC1(c1ccc(C)cc1)c1ccc(C)cc1 (stereo not given)	x	x	0.1	65	-6%	-2%	23%	-5%	0.9%	x	x	2.0%
CCN(CC(=O)NC1CCS(=O)(=O)C1)S(=O)(=O)c1ccccc1Cl (stereo not given)	x	x	0.3	48	-10%	23%	2%	-1%	0.0%	x	x	1.9%
O=C(NC1CCCC1)C1CCN(C(=O)c2ccccc2Cl)CC1	x	x	3.8	37	-12%	-3%	-3%	0%	0.8%	x	x	0.4%
COc1ccccc1CNC(=O)C1CCN(S(=O)(=O)c2ccc3nc4c(c(C(=O)O)c3c2)CCCC4)CC1	x	x	0.7	67	-7%	-1%	2%	0%	0.1%	x	x	0.7%
O=c1c2cc(Br)ccc2[nH]c(=S)n1Cc1ccccn1	i	3	0.9	68	-1%	6%	-15%	-8%	-0.3%[50 µM]	-3	0	2.3%
Cc1ccc(C(=O)Nc2cccnc2)cc1S(=O)(=O)N1CCCC1	x	x	0.7	60	-3%	-4%	6%	-5%	1.6%[50 µM]	x	x	2.0%
CCS(=O)(=O)N1CCN(C2CCC(c3ccccc3)CC2)CC1 (stereo not given)	i	5	1.4	40	-10%	29%	-12%	-1%	-0.5%[50 µM]	24	20	-1.4%
COC(=O)c1ccc(COC(=O)c2ccc(CS(=O)(=O)c3ccc(C)cc3)cc2)cc1	i	-14	-2.8	91	-8%	-2%	6%	-6%	0.0%	2	-8	1.5%
COc1ccc(C2(c3ccc(OC)cc3)NC(=O)N(CC(=O)NC(C)C)C2=O)cc1	x	x	0.4	52	-8%	2%	6%	7%	0.0%	x	x	0.9%
CCSc1ccccc1C(=O)Nc1ccc(S(=O)(=O)NC(C)=O)cc1	i	12	-0.7	53	-5%	0%	27%	3%	-0.8%	-1	8	-0.9%
COc1ccccc1NC(=O)C1(C)Cc2ccccc2C(=O)O1 (stereo not given)	i	-7	-2.1	50	0%	-8%	1%	-6%	-0.8%	2	-7	0.4%
Nc1nonc1NN=C1CCCCC1	x	x	-0.5	69	-4%	0%	4%	-8%	-1.5%	x	x	x
Cn1cccc1C(=O)NNC(=O)COc1ccc(Br)cc1	x	x	-0.9	55	x	x	x	-3%	0.9%[50 µM]	x	x	-1.1%
OCCC1CN(Cc2cccn2-c2ncccn2)CCN1CCc1ccccc1 (stereo not given)	i	10	-0.2	66	-9%	-10%	7%	-7%	0.4%	10	10	-0.2%
O=C(Nc1nc2cc3c(cc2s1)OCO3)C1CCCCC1	x	x	0.8	69	-1%	-26%	3%	-7%	0.3%	x	x	13%
COc1ccccc1N(CC1CO1)S(=O)(=O)c1ccc(C)cc1 (stereo not given)	x	x	0.4	36	-11%	16%	0%	-1%	-0.1%	x	x	0.1%
COc1ccc(CCN2C(=O)CSC2=Nc2ccc(C(C)C)cc2)cc1OC	x	x	11	58	7%	1%	8%	x	x	x	x	3.0%
CCN1C(=O)CC(c2ccco2)Sc2ccccc21 (stereo not given)	i	20	0.7	61	1%	6%	2%	3%	0.7%	2	4	-1.7%
Cc1ccc(-n2c(SCC(=O)N/N=C/c3ccc(C)s3)nnc2-c2ccccc2)cc1	i	17	4.1	51	13%	15%	7%	-7%	1.7%	12	20	7.7%
O=C(/C=C/c1ccc([N+](=O)[O-])cc1)Nc1cccnc1	i	10	-1.6	88	-2%	9%	2%	-4%	-0.1%	2	1	5.1%
O=[N+]([O-])c1ccc(Cl)c(/C=N/n2c(C3CCCCC3)n[nH]c2=S)c1	i	6	14	89	-5%	7%	-28%	-6%	0.4%	-3	-4	-0.4%
CCOC(=O)C1CCN(C(=O)/C(=C/c2ccccc2)NC(=O)c2ccccc2)CC1	x	x	2.3	57	-7%	4%	-2%	-3%	0.2%	x	x	0.5%
COc1ccc(N(CC(=O)N2CCC(C)CC2)S(=O)(=O)c2c(C)nn(C)c2C)cc1	i	2	-0.8	102	-10%	0%	5%	4%	1.3%	-17	0	0.1%
COc1ccc(CNCc2c(O)c(Cl)cc3c(C)c(C)c(=O)oc23)c(OC)c1	x	x	-1.7	47	-50%	-7%	42%	-7%	0.0%	x	x	0.4%
COc1ccc(NC(=O)Cn2c(=O)n(CC3CCCO3)c(=O)c3ccccc32)c(OC)c1 (stereo not given)	i	-2	0.0	67	-8%	12%	6%	-10%	0.2%	-5	2	0.5%
COc1ccc(C2CC(c3cccs3)=NN2C(=O)CSc2nncn2C)cc1OC (stereo not given)	i	-1	1.8	36	8%	3%	3%	-3%	0.2%	-5	-2	0.3%

# An excerpt of these results, with values under each structure:
# The line under a structure holds: Autophagy HCS	Autophagy HCS cell loss 18 h	NTR1 ag	NTR1 ag cell count 20 µM	LYP inhibition	GPR35 arrestin U2OS	AID2073	Dengue-2 NS5 capping	UTI89 phage lysis	WT yeast gro inh	WT yeast gro inh mutant strain	RSV antiviral HEp-2
- OCCC1CN(Cc2cccn2-c2ncccn2)CCN1CCc1ccccc1 (stereo not given)
 : i	10	-0.2	66	-9%	-10%	7%	-7%	0.4%	10	10	-0.2%
- O=C(Nc1nc2cc3c(cc2s1)OCO3)C1CCCCC1
 : x	x	0.8	69	-1%	-26%	3%	-7%	0.3%	x	x	13%
- COc1ccccc1N(CC1CO1)S(=O)(=O)c1ccc(C)cc1 (stereo not given)
 : x	x	0.4	36	-11%	16%	0%	-1%	-0.1%	x	x	0.1%
- COc1ccc(CCN2C(=O)CSC2=Nc2ccc(C(C)C)cc2)cc1OC
 : x	x	11	58	7%	1%	8%	x	x	x	x	3.0%
- CCN1C(=O)CC(c2ccco2)Sc2ccccc21 (stereo not given)
 : i	20	0.7	61	1%	6%	2%	3%	0.7%	2	4	-1.7%
- Cc1ccc(-n2c(SCC(=O)N/N=C/c3ccc(C)s3)nnc2-c2ccccc2)cc1
 : i	17	4.1	51	13%	15%	7%	-7%	1.7%	12	20	7.7%
- O=C(/C=C/c1ccc([N+](=O)[O-])cc1)Nc1cccnc1
 : i	10	-1.6	88	-2%	9%	2%	-4%	-0.1%	2	1	5.1%
- O=[N+]([O-])c1ccc(Cl)c(/C=N/n2c(C3CCCCC3)n[nH]c2=S)c1
 : i	6	14	89	-5%	7%	-28%	-6%	0.4%	-3	-4	-0.4%
- CCOC(=O)C1CCN(C(=O)/C(=C/c2ccccc2)NC(=O)c2ccccc2)CC1
 : x	x	2.3	57	-7%	4%	-2%	-3%	0.2%	x	x	0.5%
- COc1ccc(N(CC(=O)N2CCC(C)CC2)S(=O)(=O)c2c(C)nn(C)c2C)cc1
 : i	2	-0.8	102	-10%	0%	5%	4%	1.3%	-17	0	0.1%
- COc1ccc(CNCc2c(O)c(Cl)cc3c(C)c(C)c(=O)oc23)c(OC)c1
 : x	x	-1.7	47	-50%	-7%	42%	-7%	0.0%	x	x	0.4%
- COc1ccc(NC(=O)Cn2c(=O)n(CC3CCCO3)c(=O)c3ccccc32)c(OC)c1 (stereo not given)
 : i	-2	0.0	67	-8%	12%	6%	-10%	0.2%	-5	2	0.5%
- COc1ccc(C2CC(c3cccs3)=NN2C(=O)CSc2nncn2C)cc1OC (stereo not given)
 : i	-1	1.8	36	8%	3%	3%	-3%	0.2%	-5	-2	0.3%

# (cont.)
Compound	Autophagy HCS	Autophagy HCS cell loss 18 h	NTR1 ag	NTR1 ag cell count 20 µM	LYP inhibition	GPR35 arrestin U2OS	AID2073	Dengue-2 NS5 capping	UTI89 phage lysis	WT yeast gro inh	WT yeast gro inh mutant strain	RSV antiviral HEp-2
Cc1cc(NC(=O)CSc2nnc(NC(=O)C3CC(=O)N(c4ccccc4C)C3)s2)no1 (stereo not given)	i	0	1.0	45	-4%	5%	29%	-1%	1.0%[50 µM]	-8	-11	2.9%
C=CCCCCCCCCC(=O)Nc1ncccn1	x	x	2.5	70	-3%	2%	8%	2%	0.1%	x	x	-0.7%
Cc1cc2cc(CN(Cc3cccs3)Cc3nnnn3CC3CCCO3)c(=O)[nH]c2cc1C (stereo not given)	i	13	3.4	53	3%	-2%	2%	1%	5.0%	-19	0	3.0%
Cc1onc(-c2c(F)cccc2Cl)c1C(=O)OCC(=O)NC(=O)NCC(C)C	i	1	1.1	57	-1%	6%	3%	1%	0.2%	-24	7	2.7%
COc1ccc(NC(=O)C(c2cc3c(cc2[N+](=O)[O-])OCO3)N(C)C)cc1 (stereo not given)	i	2	0.1	46	1%	15%	-6%	1%	0.1%	-17	-24	1.5%
